# NPY-Y2 antag = NPY-Y2 receptor antagonists, primary screen, cell-based; AID 793, 2007; inhibition, % at 2.7 µM; 0.99% of 140,000 active; NPY-Y2 expressing cells, antagonist mode; in the data active = inhibition above about 17%;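 also: 0% = vehicle with agonist challenge and 100% = reference antagonist with challenge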
# Target sequence (P49146 whole entry, looked up): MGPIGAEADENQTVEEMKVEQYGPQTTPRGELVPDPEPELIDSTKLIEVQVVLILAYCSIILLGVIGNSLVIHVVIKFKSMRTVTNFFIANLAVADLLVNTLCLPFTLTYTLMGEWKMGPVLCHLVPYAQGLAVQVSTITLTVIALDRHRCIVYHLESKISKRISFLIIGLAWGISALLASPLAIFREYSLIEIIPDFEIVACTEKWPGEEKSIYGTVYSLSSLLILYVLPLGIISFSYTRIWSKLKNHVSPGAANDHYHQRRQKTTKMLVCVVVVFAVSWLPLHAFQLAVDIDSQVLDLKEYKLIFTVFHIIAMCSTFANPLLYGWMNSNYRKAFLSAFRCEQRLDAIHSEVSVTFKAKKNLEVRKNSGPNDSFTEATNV
# MRP1 act = H69AR viability gain despite doxorubicin, primary screen, MRP-1 activator project, H69AR cells, CellTiter-Glo. viability rescue. viability increase, % at 10 µM. 0.61% of 140,000 active;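 active = viability gain under doxorubicin at or above a set limit, the compound median plus 3 SD, cut at about 4.7% in these data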;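 also: MRP-1 overexpressing cells given doxorubicin 25 µM after compound pretreatment; 18-22 h compound pretreatment then 72 h with doxorubicin before readout; 0% = doxorubicin-only wells and 100% = vehicle-treated cells without doxorubicin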
# E-sel TNF inh = E-selectin induction blockers in HUVEC – imaging, immunofluorescence, high content, primary screen. HUVEC TNFa-induced E-selectin immunofluorescence. inhibition, % at 2 µM. 0.71% of 120,000 active. AID 1246, 2008;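 active = inhibition above the batch mean plus 3 SD, and confirmed as a hit on visual image review, cut at about 43% in these data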;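 also: 0% = TNF-stimulated DMSO wells and 100% = unstimulated control wells; not every result past the cut was called active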
# Phagocytosis inh = inhibitors of macrophage phagocytosis, primary screen, imaging, J774A.1 cells, IgG beads. AID 1029, 2008. 0.07% of 110,000 active. inhibition, % at 5 µM. J774A.1 macrophage IgG-bead phagocytosis;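 active = inhibition above the mean of the plate negative controls plus 5 SD, cut at about 13% in these data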;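 also: phagocytic index as fraction of beads internalized from green versus red external bead signal; plate controls were DMSO negative control for no effect and cytochalasin-D positive control for full effect; some results beyond the cut were filed as inactive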
# HCT116 bCat-KO = primary screen for growth suppressors in beta-catenin knockout HCT116 cells (colon tumor, human); HCT116 beta-catenin knockout viability, CellTiter-Glo, 60 h; active compounds read low; viability, % at 10 µM; 1.5% of 140,000 active;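 active = viability at or under a set limit, the compound median less 4 SD, cut at about 6% in these data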;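 also: 0% = Hyamine 1622 control at 20 µM and 100% = untreated cell control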
# Yeast life ext = compounds extending yeast replicative lifespan, primary screen, S. cerevisiae, OD615 | AID 775, 2007 | inhibition of the nicotinamide effect, % at 10 µM | S. cerevisiae growth with nicotinamide; deaD strain in restrictive glucose medium | 0.68% of 130,000 active;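 active = inhibition above a set limit, placed 3 SD over the median of all compounds, cut at about 26% in these data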;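 also: 0% = nicotinamide-treated wells and 100% = cells grown without nicotinamide; some compounds called inactive have numbers as strong as hits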
#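 Assay system: DeaD-strain S. cerevisiae. Medium: CSMM-D glucose medium, restrictive. Reagent: nicotinamide, 1.5 mM, co-present with compound. Compound: 10 µM single point, 0.25% DMSO. Schedule: culture preincubation 4 h, compound exposure 48 h, both 30 °C. Detection: absorbance at 615 nm.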
# Yeast growth inh = growth inhibitors of yeast BB579 in restrictive medium, primary screen, yeast lifespan-shortening project, S. cerevisiae; OD615, 48 h; inhibition, % at 10 µM; 0.51% of 140,000 active; AID 804, 2007;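 active = inhibition above a set limit, 3 SD over the mean compound inhibition, cut at about 44% in these data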; also: inactives centre near -24
#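 Material: Saccharomyces cerevisiae DeaD strain BB579, replicative lifespan model yeast; buffer or medium: CSMM-D restrictive synthetic medium containing dextrose (glucose); compound: 10 µM single dose, DMSO 0.25%; timing: 48 h compound exposure at 30 °C after 4 h preincubation; signal: turbidity as optical density at 615 nm; benchmarks: positive control amphotericin B 10 µg/mL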
# HCT116 PTEN-null = growth suppression of PTEN-null HCT116, primary screen, cell-based, CellTiter-Glo; viability, % at 10 µM; 1.2% of 140,000 active; AID 827, 2007; HCT116 PTEN-null viability, 60 h; active compounds read low;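 active = viability at or below a set limit, 4 SD under the median of all tested compounds, cut at about 3.7% in these data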;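 also: PTEN knockout HCT116 line with beta catenin targeted HCT116 as companion control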
# Measles CPE = compounds protecting cells from measles virus cytopathic effect, primary screen, measles RdRp inhibitor project, single point, MLSMR library, absorbance; AID 841, 2007; Measles virus-infected cells, CPE protection; 1.5% of 140,000 active; protection (pct of control), % at 4 µM; in the data active = protection mostly above about 24%, no sharp cut-off; inactive = mostly below about 26%; also: some compounds called inactive have numbers as strong as hits
# GALR2 antag = GALR2 antagonists in receptor-expressing cells, primary screen; antagonist mode; Galanin receptor type 2 (Homo sapiens), O43603; 0.39% of 140,000 active; inhibition, % at 4 µM; in the data active = inhibition above about 27%;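 also: cells stimulated with galanin 1-16 at roughly its EC80; 0% = agonist challenge control and 100% = basal control without agonist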
# Target sequence (O43603 whole entry, looked up): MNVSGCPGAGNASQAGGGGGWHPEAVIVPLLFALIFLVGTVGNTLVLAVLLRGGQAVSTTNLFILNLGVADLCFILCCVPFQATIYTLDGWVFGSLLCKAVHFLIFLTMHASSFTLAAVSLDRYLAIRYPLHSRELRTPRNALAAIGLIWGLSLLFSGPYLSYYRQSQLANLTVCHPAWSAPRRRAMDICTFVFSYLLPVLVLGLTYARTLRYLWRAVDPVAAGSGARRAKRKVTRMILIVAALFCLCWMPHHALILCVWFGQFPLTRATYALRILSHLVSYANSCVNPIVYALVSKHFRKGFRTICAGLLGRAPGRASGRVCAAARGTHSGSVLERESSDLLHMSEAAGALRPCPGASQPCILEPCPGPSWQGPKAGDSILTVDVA
# * marks the source's active call; other numbers are inactive results; . = no result given.
SMILES,NPY-Y2 antag,MRP1 act,E-sel TNF inh,Phagocytosis inh,HCT116 bCat-KO,Yeast life ext,Yeast growth inh,HCT116 PTEN-null,Measles CPE,GALR2 antag
CC(=O)Nc1ccc(NC(=O)C(C)OC(=O)c2ccccc2Sc2ccccc2C#N)cc1 (stereo unspecified),4,2.5,-6,-8,94,-1,-27,93,10,-11
O=C(NC(NC(=O)c1ccccc1)C(=O)c1ccccc1)c1ccccc1,2,-2.1,3,.,85,.,-34,69,16,7
CCOC(=O)c1ccccc1NC(=O)c1cn(-c2ccc(OC)cc2)c(=O)c2ccccc12,1,-0.7,-48,-2,78,17,-25,81,4,7
CC1(C)Cc2c(ccc3ccccc23)-c2nnc(-c3cccnc3)n21,5,-2.9,10,.,97,-4,-25,94,5,-2
COc1ccc(Br)cc1CNC(=O)CCN1C(=O)COc2ccccc21,2,0.4,-23,-1,93,4,-65,92,2,8
CS(=O)(=O)N1CCCC(C(=O)N2CCc3ccccc3C2)C1 (stereo unspecified),1,-3.0,1,-2,92,-33,-30,88,6,0
N#CC(c1ccc(F)cc1)c1ccc(C(=O)c2ccc(F)cc2)cc1 (stereo unspecified),13,1.0,4,-1,15,-8,-57,28,25,-1
CSc1cccc(-n2c(C)cc(C(N)=O)c2C)c1,2,-3.8,17,0,92,-23,-30,104,11,-10
O=C(CCCOc1ccc(Cl)cc1Cl)N/N=C\C1CCCCC1,2,-2.0,-4,.,81,-15,-30,86,26,-1
COc1ccc(-n2c(C)cc(SC)c(C(C)=O)c2=S)cc1,0,-1.2,-3,.,100,-4,-47,110,98*,20
O=C1NC(=Nc2ccccc2)c2c1cccc2[N+](=O)[O-],1,-1.2,.,-3,95,-8,0,64,19,-2
CC(C)(C)C(=O)NC1=NCCS1,4,-1.6,-18,-1,91,0,-24,97,7,-7
Cc1nn(-c2ccccc2)c2c1C1(C(=O)Nc3ccccc31)N1C(=N2)Sc2ccccc21 (stereo unspecified),2,-2.6,.,-1,59,-2,-60,.,4,11
COc1ccc(S(=O)(=O)Nc2ccc(S(=O)(=O)N3CCCCC3)cc2)cc1,3,-2.5,-9,.,76,-16,-49,83,19,11
CNC(=O)/C(=C\C=C\c1ccccc1)NC(=O)c1ccc([N+](=O)[O-])cc1,6,-2.8,-46,0,90,-6,1,90,11,-2
Cc1onc(-c2c(F)cccc2Cl)c1C(=O)NCc1ccco1,2,-0.4,.,-2,77,-5,-19,93,2,-7
Cc1cc(S(=O)(=O)Nc2ccccc2C)ccc1F,2,-1.8,-1,.,82,-1,2,86,9,-1
Cc1ccc(CNc2ccc(Cl)cc2[N+](=O)[O-])cc1,5,0.4,-19,0,78,-28,-27,104,8,-25
COc1ccc(OC)c(C(C(=O)NCc2ccco2)N(C(=O)Cn2nnc3ccccc32)C2CC2)c1 (stereo unspecified),1,-2.7,.,-4,94,-4,-15,87,5,-2
COc1ccccc1C(=O)NC(=S)Nc1ccc(S(=O)(=O)N2CCN(C)CC2)cc1,3,-0.1,8,-2,94,3,-40,95,4,2
Oc1ccc(/C=N/Nc2cc(N3CCCC3)nc(N3CCCC3)n2)cc1,1,-0.5,-50,.,72,-8,-75,76,6,-1
CCCCOC(=O)Sc1nc2ccccc2o1,3,3.6,.,0,93,-19,100*,105,17,-2
Oc1ccccc1/C=N/Nc1cccc2cccnc12,-2,-5.0,8,.,60,-32,-15,60,3,2
S=c1nc(C2CCCCC2)[nH][nH]1,1,-0.5,6,0,96,-12,-4,109,4,5
COc1cc(NC(=O)CSc2nc3ccccc3cc2Cc2ccccc2)cc(OC)c1,4,-0.8,-42,.,77,-20,-41,78,36,-6
Cc1ccc(NC(=O)CN2CCC3(O)CCCCC3C2c2ccc3c(c2)OCO3)c(C)c1 (stereo unspecified),21*,-2.6,0,0,75,-11,-19,66,13,-12
O=C(/C=C/Sc1ncn[nH]1)c1ccc(Cl)cc1,2,-3.1,-4,.,4.5*,45*,-65,2.5*,0,36*
CC1(C)OC(=O)N(c2cccnc2)C1(C)O (stereo unspecified),3,-0.4,-13,-1,94,-12,-11,104,.,-14
CCC(=O)Nc1nc(C)c(C(=O)N2CCCCC2)s1,-1,0.6,.,0,101,-1,-48,107,17,16
Cc1ccc(NC(=O)CN2CCN(CCN=CC3=C(O)CC(C)(C)CC3=O)CC2)cc1,2,-3.6,-16,-1,95,-23,-13,83,4,-2
Cc1cc(NC(=O)CC(C)(C)C)nc2c1c(=O)oc1ccccc12,0,-2.4,-8,.,87,.,-8,84,7,-2
CC1CCCN(c2nc3c(c(=O)[nH]c(=O)n3C)n2Cc2ccccc2Cl)C1 (stereo unspecified),8,-1.0,.,1,90,-2,-80,89,4,-9
O=C(COC(=O)CCSc1ccc(Cl)cc1)NCc1ccccc1Cl,12,-2.0,3,-3,97,3,-1,93,13,1
COc1ccc(NCc2nnc(SCC(=O)N3CCCc4ccccc43)o2)cc1,4,-1.8,-13,0,89,5,-38,87,16,10
CCc1ccccc1NC(=O)CSc1nc2ccccc2n1CC(=O)N(C)C,2,-0.7,13,-1,105,-1,-44,93,18,6
Cc1cc(C(=O)COC(=O)C2COc3ccccc3O2)c(C)n1CC1CCCO1 (stereo unspecified),0,0.5,-14,-1,104,-5,-61,107,33,11
O=C(O)C1CCC(=O)N1Cc1ccccc1Cl (stereo unspecified),3,-1.0,-41,-1,101,-14,-52,111,0,17
CC(C)CCNC(=O)NC(=O)COc1ccccc1C#N,2,0.6,-11,.,128,-12,-16,90,3,-10
COc1cc(C(=O)N2CCN(Cc3ccccc3C(F)(F)F)CC2)cc(OC)c1OC,0,-1.8,.,0,93,-1,-28,87,10,6
Cc1ccsc1C(=O)OCC(=O)Nc1sccc1C(N)=O,1,-0.9,.,-2,66,-7,-46,69,6,-4
O=C(Nc1cccc2ccccc12)c1ccccc1NS(=O)(=O)c1cccc2cccnc12,3,-2.6,.,-3,82,8,-49,80,15,21
CCOc1cc(CO)ccc1OCC(=O)N1CCCCC1,2,-2.2,.,0,90,-9,-12,87,5,-10
O=S(=O)(Nc1ccc(O)c(CN2CCCCC2)c1)c1ccccc1,2,0.2,8,0,90,-7,-31,86,13,-3
CCc1ccc(NC(=O)CSc2nc3n[nH]c(C)c3c(=N)n2-c2cccc(OC)c2)cc1,0,-7.7,-38,.,21,.,-55,30,8,-8
CCN1CCN(CCNC(=O)c2cn(Cc3ccccc3F)nn2)CC1,3,-2.0,22,.,86,-4,-7,98,41*,-23
CCOc1cc2nc3c4ccccc4n(C)c3nc2cc1OCC,0,-4.4,-13,-1,42,-1,-60,26,10,-6
Cc1ccc([N+](=O)[O-])cc1NC1CC(O)C(CO)O1 (stereo unspecified),1,-1.5,-3,-10,96,1,-60,93,25,7
CCn1cc(C(=O)NCCc2ccccc2)c(=O)c2cc(F)c(N3CCN(C)CC3)cc21,-2,-5.8,-17,1,51,-22,4,53,0,11
O=C(CN1CCN(c2ccc([N+](=O)[O-])cc2)CC1)Nc1nccs1,2,-2.8,-1,-1,88,0,-38,99,13,14
COc1ccccc1NC(=O)COc1ccc(/C=N/n2cnnc2)cc1OC,3,-1.3,9,0,96,-15,-19,98,8,6
CCCOc1ccc(NC(=O)C2CC(=O)N(C(C)C)C2)cc1 (stereo unspecified),-1,-2.0,-27,-1,97,-3,-35,103,18,-1
O=C(COC(=O)C1CCN(S(=O)(=O)c2ccc3c(c2)OCCO3)CC1)Nc1ccc(C(F)(F)F)cc1,4,-0.2,.,-6,81,1,-30,84,4,-3
CCOc1ccc(N(CC(=O)NCc2ccccc2)S(C)(=O)=O)cc1,3,-1.2,-53,-1,93,-8,-8,86,10,13
CCn1c(SCc2ccccc2)nnc1C1CCCCC1,6,-0.8,5,-8,86,12,-18,95,9,-22
Cn1c(=O)c2cc(S(=O)(=O)NC(C(=O)Nc3cccc(F)c3)c3ccccc3)ccc2n(C)c1=O (stereo unspecified),1,-1.6,3,-1,86,-10,1,97,13,7
COc1ccccc1NC(=O)CSc1nnc(-c2ccco2)o1,4,-1.6,.,-2,89,-10,-28,91,8,-7
O=C1NCCN1C(=O)N(c1ccccc1)c1ccccc1,3,-0.5,0,0,106,-2,-48,100,15,-1
CCOC(=O)c1c(C)oc2cc(Br)c(OC(=O)N3CCOCC3)cc12,-2,-1.9,.,-1,89,-13,-2,87,23,-1
O=C(CSc1nnnn1C1CCCCC1)NCc1cccc(C(=O)O)c1,1,-0.1,-4,.,93,-5,-79,103,19,-4
CCOCCc1nnc(N)s1,3,-1.1,-34,.,91,-1,-65,104,3,-2
# More entries follow:
SMILES,NPY-Y2 antag,MRP1 act,E-sel TNF inh,Phagocytosis inh,HCT116 bCat-KO,Yeast life ext,Yeast growth inh,HCT116 PTEN-null,Measles CPE,GALR2 antag
CCC(C)NC(=O)C(Cc1ccccc1)NS(=O)(=O)c1cccc2nsnc12 (stereo unspecified),1,-1.1,.,.,89,-12,-15,100,5,-5
Cc1cc(Oc2ccc(C)c(Cl)c2)nc(SCC(=O)c2ccccc2)n1,35*,0.3,.,-13,61,5,-32,63,6,2
Cc1cc(N=Cc2c(O)ccc3ccccc23)no1,4,-2.2,2,1,90,43*,-13,91,10,-2
COc1cc(C2/C(=C(\O)c3ccc4c(c3)CC(C)O4)C(=O)C(=O)N2CCCn2ccnc2)ccc1O (stereo unspecified),2,-3.4,.,3,93,-9,-20,85,22,10
Cc1cc2nc(SCCOC(=O)Nc3ccc(Cl)cc3)nc(C)c2cc1C,2,0.6,8,-1,103,-22,-25,92,11,-11
COc1ccccc1C(c1nnnn1Cc1ccccc1)N1CCN(C2CCCC2)CC1 (stereo unspecified),8,-3.3,-4,.,86,.,-24,94,14,13
Nc1ccc2nc(-c3ccccc3)sc2c1,-1,-1.9,-6,1,70,-9,-16,73,10,3
COc1ccccc1Nc1cc(C(=O)NCCCN2CCOCC2)c2ccccc2n1,1,-2.9,.,0,87,-10,1,81,3,9
CC(C)Cc1csc(NC(=O)c2ccc(F)cc2)c1C(=O)O,5,0.5,-17,-10,87,-2,-37,102,9,-17
COC(=O)c1ccc(CN(c2ccccn2)S(=O)(=O)c2ccccc2)cc1,-1,-1.4,18,.,97,-14,-17,91,6,4
Cc1cccc(S(=O)(=O)c2c(N)n(/N=C/c3ccccc3)c3nc4ccccc4nc23)c1,-2,-4.4,-10,0,53,-4,-67,53,60*,-6
CCN(CC)CC(C)CNC(=O)CN1C(=O)CSc2ccc(S(=O)(=O)N3CCOCC3)cc21 (stereo unspecified),-1,-1.6,-18,0,91,6,-55,92,21,-2

# Screens from PubChem BioAssay.
